SIAH1 antagonists = Siah-1 peptide-binding antagonists, primary screen, biochemical, fluorescence polarization, rhodamine-plectin, uHTS (AID 1817). 0.02% of 290,000 active. Siah-1 / rhodamine-plectin peptide fluorescence polarization; higher % means a stronger effect. E3 ubiquitin-protein ligase SIAH1 (Homo sapiens). displacement, % at 20 µM; hits with a dose series show IC50 in µM;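 active means displacement of at least 50% at 20 µM, with a fluorescence ratio check between 0.3 and a set limit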;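 further: plate controls were Siah plus tracer with DMSO for no effect and tracer alone without Siah for full effect; strong numbers were not always called active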
HIV fusion peptide = inhibitors of HIV fusion peptide binding, primary screen, biochemical, uHTS, fluorescence dequenching (AID 1986); cell-free peptide binding, fluorescence dequenching, 30 min; higher % means a stronger effect; inhibition, % at 20 µM, or IC50 in µM where a hit was titrated; 0.3% of 290,000 active; in the data active means inhibition mostly above about 52%, no sharp cut-off; inactive means mostly below about 76%; further: some results filed as inactive read as strong as hits
Rac1 GTP hydrolysis = MgcRacGAP GTPase-activating activity inhibitors, confirmation, biochemical, ADP Hunter fluorescence; Rac GTPase-activating protein 1 (Homo sapiens); MgcRacGAP-stimulated Rac1 GTP hydrolysis, ADP Hunter fluorescence; higher % means a stronger effect; GST-tagged Rac1 F28L mutant substrate; inhibition, % at 30 µM; hits with a dose series show IC50 in µM; 0.6% of 340,000 active;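 active means first-screen hits whose inhibition reached a set limit at any dose in the follow-up dose series; inconclusive means inhibition above the set first-screen limit but never retested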;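 further: fluorescence reports GDP produced by GAP-driven GTP hydrolysis; strong numbers were not always called active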
GPR35 antagonists = GPR35 antagonists blocking zaprinast-driven arrestin recruitment, primary screen, imaging, U2OS, beta-arrestin-GFP, zaprinast agonist (AID 2058); inhibition, % at 10 µM; hits with a dose series show IC50 in µM; G-protein coupled receptor 35 (Homo sapiens); U2OS GPR35 beta-arrestin-GFP translocation imaging, zaprinast antagonism; higher % means a stronger effect; 0.052% of 290,000 active;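 active means inhibition of at least 50% with at least 30 cells and total cytoplasm GFP at most 10,000,000; inconclusive means under 30 cells or total GFP of 10,000,000 plus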
Myeloid diff MLP = induction of myeloid progenitor differentiation, primary screen, cell-based, flow cytometry, MLPCN library. AID 624256, 2012. ER-HoxA9 myeloid progenitors, lysozyme-GFP differentiation. calls only at 10 µM. 1% of 360,000 active;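 active means normalized GFP-positive differentiation at or above the plate's own cutoff, the solvent-only control mean plus 3 SD; inconclusive means no clear call, values can overlap the other calls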;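 further: cells exposed to compound for four days before flow analysis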
GPR55 LPI antagonism = GPR55 antagonists blocking LPI-driven arrestin recruitment, primary screen, imaging, U2OS, beta-arrestin-GFP, LPI agonist (AID 2013); G-protein coupled receptor 55 (Homo sapiens); U2OS GPR55 beta-arrestin-GFP translocation imaging, LPI antagonism; higher % means a stronger effect; inhibition, % at 10 µM, or IC50 in µM where a hit was titrated; 0.13% of 290,000 active;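 active means spots per cell inhibited over 60%, with over 100 cells counted and total cytoplasm intensity under 500,000; inconclusive means wells with under 100 cells, flagged as likely toxic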;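 further: U2OS cells stably carrying GPR55 and arrestin-GFP stimulated by 5 µM LPI near EC80; imaged beta-arrestin-GFP aggregate spots per cell after agonist stimulation; plate controls were LPI-stimulated DMSO wells for no effect and DMSO wells without LPI for full effect; some results filed as inactive read as strong as hits; confirmed hits need IC50 under 10 µM and bright autofluorescent wells are also inconclusive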
NTR1 ag = agonists of NTR1, primary screen, imaging, U2OS cells, beta-arrestin-GFP, high content (AID 493036); Neurotensin receptor type 1 (Homo sapiens), P30989; NTR1-U2OS beta-arrestin-GFP spot imaging, agonist mode; activation, % at 20 µM; 0.17% of 330,000 active;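 active means activation at or above 40% of the spot to cytoplasm intensity ratio, with at least 20 cells analyzed; inconclusive means wells under 20 cells, flagged as cytotoxic or low count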;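 further: 0% = DMSO without peptide and 100% = 100 nM NTR1 peptide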
Target sequence (P30989 whole entry, looked up): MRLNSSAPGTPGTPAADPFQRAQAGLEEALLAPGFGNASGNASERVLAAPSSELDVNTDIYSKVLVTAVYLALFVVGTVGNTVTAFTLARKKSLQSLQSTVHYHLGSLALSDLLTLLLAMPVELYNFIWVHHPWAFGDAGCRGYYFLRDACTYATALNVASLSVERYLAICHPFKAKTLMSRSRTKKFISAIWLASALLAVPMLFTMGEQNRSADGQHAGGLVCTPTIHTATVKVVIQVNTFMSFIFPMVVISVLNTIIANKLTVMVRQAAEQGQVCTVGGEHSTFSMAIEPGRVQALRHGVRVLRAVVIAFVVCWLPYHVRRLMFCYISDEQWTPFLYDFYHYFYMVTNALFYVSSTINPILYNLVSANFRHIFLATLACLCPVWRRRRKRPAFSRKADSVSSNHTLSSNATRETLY
LYP inhibition = inhibitors of LYP phosphatase, biochemical, fluorescence intensity, uHTS (AID 1779). Tyrosine-protein phosphatase non-receptor type 22 (Homo sapiens). recombinant LYP phosphatase, fluorescence intensity; higher % means a stronger effect. inhibition, % at 11.5 µM; hits with a dose series show IC50 in µM. 0.054% of 290,000 active; in the data active means inhibition above about 50%;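 further: plate controls were vehicle with enzyme for no effect and no enzyme for full effect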
PhoP inhibition = inhibitors of PhoP regulon expression, primary screen, Salmonella Typhimurium, GFP reporter (AID 1863); inhibition, % at 50 µM; hits with a dose series show IC50 in µM; 0.16% of 300,000 active; S. Typhimurium PhoP-regulated promoter GFP reporter, 4 h; higher % means a stronger effect;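 active means inhibition over 29.93%, a cutoff 3 SD above the screen mean, later confirmed by dose response; inconclusive means inhibition over 29.93% but no dose response follow-up; inactive means inhibition at most 29.93% or unconfirmed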;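 further: 0% = low Mg2+ inducing control and 100% = high Mg2+ repressing control; strong numbers were not always called active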
NTR1 ag cell count 20 µM = second read-out of NTR1 ag, no call of its own (marks repeat the call); cell count; measured here: cell count, cytotoxicity flag
Myeloid diff MLP GFP+ MAC1+ % = also measured in Myeloid diff MLP; calls as there; GFP+ MAC1+ double positive, %; measured here: differentiation confirmed by MAC1 staining
* = called active by the depositor; i = inactive; ? = inconclusive; . = no result given; + = active, no number.

| molecule | SIAH1 antagonists | HIV fusion peptide | Rac1 GTP hydrolysis | GPR35 antagonists | Myeloid diff MLP | Myeloid diff MLP GFP+ MAC1+ % | GPR55 LPI antagonism | NTR1 ag | NTR1 ag cell count 20 µM | LYP inhibition | PhoP inhibition |
| --- | --- | --- | --- | --- | --- | --- | --- | --- | --- | --- | --- |
| O=C(/C=C/c1cccc(F)c1)N1CCN(c2ncccn2)CC1 | -3% | -1.7% | 6% | 7% | i | 0.1 | 5% | 1.5 | 41 | -7% | 0% |
| Cc1cc(-c2ccccc2)nc(Oc2cccc(C(F)(F)F)c2)c1S(C)(=O)=O | -1% | 0.6% | 8% | 2% | i | 0.6 | 10% | 6.3 | 77 | 8% | -1% |
| CCn1nc(C)c(CN2CCC(n3nccc3NC(=O)c3ccc4c(c3)OCO4)CC2)c1C | 10% | -0.2% | 3% | -8% | i | 1.6 | 15% | -1.1 | 49 | -10% | 1% |
| CC(=O)NC(Cc1cccc(F)c1)C(=O)NC1CCN(C(=O)c2cccc(C)c2)CC1 (configuration not stated) | 1% | 1.1% | 2% | 9% | i | 0.6 | 0% | 1.9 | 39 | -4% | -4% |
| CC1CCCCN1S(=O)(=O)c1ccc(C(=O)Nc2sccc2C(N)=O)cc1 (configuration not stated) | -4% | -0.6% | 10% | -1% | i | 3.4 | 5% | 0.3 | 44 | 5% | -1% |
| Cc1noc(C)c1COc1ccc(C(=O)NNC(=O)c2ccccc2)cc1 | . | . | 16% | . | ? | . | . | 0.4 | 67 | . | 6% |
| Cc1ccc2c(NC(=O)C3CC3)c(C)ccc2n1 | 2% | -2.2% | . | 6% | . | . | 3% | . | . | -12% | -6% |
| C#Cc1ccc([C@@H]2C=C(C(=O)OCC=C)O[C@H](OCC)[C@H]2CCCO)cc1 | -4% | 0.1% | 0% | 5% | i | 3.1 | -12% | 1.9 | 96 | -4% | -4% |
| CC(=O)c1cccc(NC(=O)N2C3CCC2CC(O)(c2cccnc2)C3)c1 (configuration not stated) | 1% | 0.8% | -2% | 8% | i | 1.9 | 3% | 0.8 | 67 | 1% | 4% |
| COCCn1nnnc1C(c1cccc(OC)c1OC)N1CCN(C2CCCCC2)CC1 (configuration not stated) | 1% | 0.0% | 5% | -11% | i | 0.6 | -2% | 0.2 | 59 | -11% | -4% |
| CCC(C)NC(=O)Cn1ccc2cc(S(=O)(=O)N3CCCCCC3)ccc21 (configuration not stated) | 2% | 0.3% | -1% | 14% | i | 0.4 | 14% | -0.3 | 80 | -13% | -2% |
| CCc1nc(C#N)c(N2CCCCC2)o1 | -7% | -3.0% | 3% | 9% | i | 0.3 | -17% | -1.2 | 67 | -4% | -5% |
| O=c1cc(-c2ccccc2Cl)oc2c(NS(=O)(=O)c3cc(Cl)cc(Cl)c3O)ccc(O)c12 | 67% | 9.2µM* | 9% | -2% | i | 0.8 | -14% | 24 | 50 | 6% | -3% |
| CC1(C)Oc2ccc3ccc(=O)oc3c2/C(=C/NNC(N)=O)C1=O | -2% | 1.4% | 24% | 7% | i | 0.4 | 18% | 0.1 | 62 | -2% | -7% |
| COc1ccc(C(=O)NCCS(=O)(=O)NCc2ccccc2)cc1 | . | . | 5% | . | i | 1.0 | . | -2.1 | 70 | . | 7% |
| N/C(=N\OC(=O)c1ccc2c(c1)OCO2)c1ccc(Cl)cc1 | 2% | 0.1% | -6% | -5% | i | 0.8 | 5% | -0.2 | 36 | -4% | 5% |
| COc1ccc(NC(=O)N2CCc3ccccc32)cc1 | 0% | 1.4% | 7% | -3% | i | 0.6 | 0% | 0.0 | 57 | -4% | 11% |
| COc1ccc(Cn2c(-c3ccc(C)cc3)c[n+]3ccccc23)cc1 | -4% | -0.8% | 10% | -7% | ? | . | 3% | 0.1 | 81 | -5% | -13% |
| COc1cccc(OC)c1C(=O)Nc1ccc(N2CCN(C(=O)c3ccco3)CC2)cc1 | 0% | -0.4% | 7% | 5% | i | 0.7 | 2% | 0.0 | 51 | -6% | -2% |
| O=C(NC(=S)N1CCCC1)c1ccc(Cl)cc1Cl | 0% | 0.8% | 1% | -14% | i | 1.5 | 11% | -0.9 | 38 | 0% | -4% |
| Cc1cc(NC(=O)COc2cccc3cccnc23)no1 | -11% | 3.2% | . | 27% | . | . | 8% | 0.4 | 87 | -8% | -5% |
| CCn1c(Cc2ccccc2)nnc1SCC(=O)NC1CC1 | 7% | -0.3% | 5% | 0% | i | 1.1 | 2% | -3.9 | 7 | -4% | 6% |
| O=C(NCc1cccc(Cl)c1)c1ccc(S(=O)(=O)Nc2cccc(C(F)(F)F)c2)cc1 | 9% | 15% | 4% | -3% | i | 0.5 | 8% | 6.9 | 61 | 3% | 0% |
| Cn1c(=O)c(NC2CCCCC2)c2c3c(cccc31)C(=O)c1ccccc1-2 | 67% | 152% | 6% | ? | + | 10* | ? | -1.9 | 11 | 6% | -55% |
| OC(COc1ccc2c(c1)OCO2)CN1CCCC1 (configuration not stated) | -3% | -1.6% | 3% | -9% | i | 1.1 | 2% | -1.0 | 31 | -1% | -7% |
| O=C(Nc1cnc2ccccc2c1)c1cccc(-n2cnnn2)c1 | -5% | -0.3% | 9% | 14% | i | 0.4 | -10% | 0.9 | 81 | -6% | 25% |
| O=C1CCC/C(=N\NC(=O)NC2CCCCC2)C1 | 1% | -3.0% | 1% | -2% | i | 0.9 | -7% | 0.8 | 72 | -6% | 2% |
| COc1ccc(CC(=O)Nc2ccccc2Oc2ccccc2)cc1 | 5% | 0.6% | . | 5% | . | . | 8% | 1.2 | 27 | -7% | . |
| Cc1[nH]c2c(Cl)cccc2c1CCNC(=O)C1CCCCC1C(=O)OCC(F)(F)F (configuration not stated) | 15% | -2.6% | -8% | 4% | i | 0.0 | 6% | 1.5 | 47 | -12% | 14% |
| CCOC(=O)N1CCN(C(=O)c2ccc(Cn3c(=S)[nH]c4cc(OCC)c(OCC)cc4c3=O)cc2)CC1 | 10% | -1.2% | 10% | -6% | + | 2.2* | 0% | 9.7 | 59 | 1% | -1% |

Fetched by structure from above:
| molecule | SIAH1 antagonists | HIV fusion peptide | Rac1 GTP hydrolysis | GPR35 antagonists | Myeloid diff MLP | Myeloid diff MLP GFP+ MAC1+ % | GPR55 LPI antagonism | NTR1 ag | NTR1 ag cell count 20 µM | LYP inhibition | PhoP inhibition |
| --- | --- | --- | --- | --- | --- | --- | --- | --- | --- | --- | --- |
| O=C(NC(=S)N1CCCC1)c1ccc(Cl)cc1Cl | 0% | 0.8% | 1% | -14% | i | 1.5 | 11% | -0.9 | 38 | 0% | -4% |
| COc1ccc(CC(=O)Nc2ccccc2Oc2ccccc2)cc1 | 5% | 0.6% | . | 5% | . | . | 8% | 1.2 | 27 | -7% | . |
| CCOC(=O)N1CCN(C(=O)c2ccc(Cn3c(=S)[nH]c4cc(OCC)c(OCC)cc4c3=O)cc2)CC1 | 10% | -1.2% | 10% | -6% | + | 2.2* | 0% | 9.7 | 59 | 1% | -1% |

Other structures
| molecule | SIAH1 antagonists | HIV fusion peptide | Rac1 GTP hydrolysis | GPR35 antagonists | Myeloid diff MLP | Myeloid diff MLP GFP+ MAC1+ % | GPR55 LPI antagonism | NTR1 ag | NTR1 ag cell count 20 µM | LYP inhibition | PhoP inhibition |
| --- | --- | --- | --- | --- | --- | --- | --- | --- | --- | --- | --- |
| NC(=O)C1(NC(=O)[C@@H]2CC3(CC(c4cccc(NC(=O)[C@@H]5CCC(=O)N5)c4)=NO3)CN2C(=O)c2cnccn2)CC1 (some centres not stated) | 2% | -3.1% | 2% | -9% | i | 1.3 | 9% | -2.6 | 61 | -14% | -3% |
| c1ccc2[nH]c(CCCc3nc4ccccc4[nH]3)nc2c1 | 2% | 1.5% | -1% | 9% | i | 0.4 | 1% | 0.8 | 67 | -3% | 2% |
| C/C(=N\Nc1ccc([N+](=O)[O-])cc1)c1ccc(C#N)cc1 | -2% | 4.6% | -4% | -19% | i | 0.3 | 2% | 0.6 | 62 | -6% | 1% |
| Cc1ccc(-c2[nH]nc3c2C(C)C(C#N)=C(N)O3)cc1 (configuration not stated) | 1% | -0.9% | 10% | 8% | i | 0.3 | 2% | -0.2 | 39 | -1% | 15% |
| Cc1ccc(/C=C(\C#N)C(=O)Nc2cccc(C)n2)cc1 | 5% | 0.7% | 2% | -14% | i | 0.2 | 0% | 1.1 | 96 | -8% | 0% |
| Cn1c(/C(C#N)=C(\O)CN2CCN(Cc3ccccc3)CC2)nc2ccccc21 | 3% | 0.0% | -1% | 9% | i | 4.6 | 12% | 1.5 | 39 | 0% | 12% |
| NS(=O)(=O)c1ccc(CCNc2nc(CN3CCCCC3)nc3sc4c(c23)CCC4)cc1 | -2% | 1.2% | 11% | 14% | i | 1.3 | -10% | 0.8 | 73 | -6% | 8% |
| Cc1ccc(S(=O)(=O)NCC2CCC(C(=O)NCc3ccccn3)CC2)cc1 (configuration not stated) | 0% | -1.0% | -2% | 18% | i | 0.7 | 4% | -1.4 | 65 | -5% | 0% |
| COc1cc2ccccc2cc1C(=O)Nc1ccc(CN2CCOCC2)cc1 | 8% | 1.9% | 10% | 5% | . | . | 3% | 0.8 | 37 | -8% | -1% |
| O/N=C(\CN1CCCCC1)c1ccccc1 | 8% | -0.8% | 6% | -4% | i | 0.6 | -4% | -1.1 | 58 | -6% | 10% |
| COC(=O)/C(C#N)=C/N(C)C | -2% | -0.3% | 14% | 0% | i | 0.3 | -16% | -0.9 | 62 | -7% | -2% |
| CC(=O)N(C)c1ccc(NC(=O)c2ccc([N+](=O)[O-])cc2Cl)cc1 | -3% | -1.8% | 7% | 2% | i | 0.6 | -3% | 2.1 | 72 | -14% | -15% |
| CCOc1ccccc1C(=O)NCCCN1CCN(CCCNC(=O)c2ccccc2OCC)CC1 | 1% | 1.0% | 4% | -3% | i | 0.8 | 7% | 0.2 | 78 | -4% | 10% |
| CC(C(=O)NC(=O)NCc1ccccc1)N1C(=O)c2ccccc2C1=O (configuration not stated) | 2% | 0.9% | 8% | 0% | i | 0.7 | 5% | -0.6 | 50 | -2% | 4% |
